Yeast lifespan up: yeast lifespan extension | S. cerevisiae growth with nicotinamide, OD615; deaD strain in restrictive glucose medium | inhibition of the nicotinamide effect, % at 10 µM | 0.68% of 130,000 active;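 active = inhibition above a set limit, placed 3 SD over the median of all compounds, cut at about 26% in these data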;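 also: 0% = nicotinamide-treated wells and 100% = cells grown without nicotinamide; some compounds called inactive have numbers as strong as hits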
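Measured by: optical density (absorbance) at 615 nm; System: modified budding yeast, DeaD strain; Medium: restrictive CSMM-D dextrose medium; Timing: 4 h preincubation then 48 h treatment at 30 °C.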
GALR2 blocker: antagonists of human galanin receptor 2 (GALR2) | 0.39% of 140,000 active | GALR2-expressing cells, antagonist mode | inhibition, % at 4 µM; in the data active = inhibition above about 27%;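 also: cells stimulated with galanin 1-16 at roughly its EC80; 0% = agonist challenge control and 100% = basal control without agonist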
Target sequence (O43603 whole entry, looked up): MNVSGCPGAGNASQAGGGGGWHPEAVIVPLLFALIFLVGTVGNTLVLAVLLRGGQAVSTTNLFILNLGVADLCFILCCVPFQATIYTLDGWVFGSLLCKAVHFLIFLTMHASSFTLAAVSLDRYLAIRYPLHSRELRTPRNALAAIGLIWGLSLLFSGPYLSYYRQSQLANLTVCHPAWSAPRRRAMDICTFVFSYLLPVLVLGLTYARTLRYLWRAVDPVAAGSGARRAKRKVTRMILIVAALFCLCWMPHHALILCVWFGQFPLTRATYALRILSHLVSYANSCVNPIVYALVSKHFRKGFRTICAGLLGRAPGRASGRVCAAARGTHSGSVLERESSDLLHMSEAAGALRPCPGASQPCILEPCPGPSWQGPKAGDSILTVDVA
HCT116 bCat-KO: beta-catenin-lacking colon tumor cell growth suppression; AID 818; 1.5% of 140,000 active; viability, % at 10 µM; HCT116 beta-catenin knockout viability, CellTiter-Glo, 60 h; active compounds read low;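 active = viability at or under a set limit, the compound median less 4 SD, cut at about 6% in these data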;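 also: 0% = Hyamine 1622 control at 20 µM and 100% = untreated cell control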
BB579 growth dn: chemicals that inhibit yeast BB579 growth in restrictive medium (lifespan-shortening candidates) | S. cerevisiae BB579 growth, OD615, 48 h | inhibition, % at 10 µM | 0.51% of 140,000 active;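 active = inhibition above a set limit, 3 SD over the mean compound inhibition, cut at about 44% in these data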; also: inactives centre near -24
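Detection: OD615 turbidity measurement; Material: Saccharomyces cerevisiae DeaD strain BB579, replicative lifespan model yeast; Timing: 48 h exposure, 30 °C; Doses: single 10 µM dose; Medium: CSMM-D restrictive synthetic medium containing dextrose (glucose); Controls: amphotericin B at 10 µg/mL as positive control.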
HCT116 PTEN-null: suppresses growth of cells with PTEN deletion; HCT116 PTEN-null viability, CellTiter-Glo, 60 h; active compounds read low; viability, % at 10 µM; 1.2% of 140,000 active;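 active = viability at or below a set limit, 4 SD under the median of all tested compounds, cut at about 3.7% in these data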;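 also: PTEN knockout HCT116 line with beta catenin targeted HCT116 as companion control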
NPY Y2 blocker: antagonists of human neuropeptide Y receptor Y2; NPY-Y2 expressing cells, antagonist mode; inhibition, % at 2.7 µM; 0.99% of 140,000 active; in the data active = inhibition above about 17%;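 also: 0% = vehicle with agonist challenge and 100% = reference antagonist with challenge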
Target sequence (P49146 whole entry, looked up): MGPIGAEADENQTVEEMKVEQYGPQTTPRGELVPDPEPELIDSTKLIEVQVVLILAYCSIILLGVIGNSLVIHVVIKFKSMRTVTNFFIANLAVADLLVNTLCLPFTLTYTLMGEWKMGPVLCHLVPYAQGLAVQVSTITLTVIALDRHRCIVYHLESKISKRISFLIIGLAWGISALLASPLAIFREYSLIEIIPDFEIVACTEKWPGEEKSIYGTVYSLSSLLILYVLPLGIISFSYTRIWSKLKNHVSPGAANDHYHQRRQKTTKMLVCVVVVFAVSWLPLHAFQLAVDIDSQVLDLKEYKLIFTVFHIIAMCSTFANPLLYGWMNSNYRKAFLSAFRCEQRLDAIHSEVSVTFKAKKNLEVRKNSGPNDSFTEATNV
Measles CPE: protection of cells from measles virus; Measles virus-infected cells, CPE protection, absorbance; protection (pct of control), % at 4 µM; 1.5% of 140,000 active; AID 841; in the data active = protection mostly above about 24%, no sharp cut-off; inactive = mostly below about 26%; also: some compounds called inactive have numbers as strong as hits
Phagocytosis inh: inhibitors of macrophage phagocytosis; AID 1029; 0.07% of 110,000 active; J774A.1 macrophage IgG-bead phagocytosis, imaging; inhibition, % at 5 µM;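 active = inhibition above the mean of the plate negative controls plus 5 SD, cut at about 13% in these data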;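 also: phagocytic index as fraction of beads internalized from green versus red external bead signal; plate controls were DMSO negative control for no effect and cytochalasin-D positive control for full effect; some results beyond the cut were filed as inactive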
E-sel TNF inh: blocks E-selectin expression induced by TNF alpha; HUVEC TNFa-induced E-selectin immunofluorescence, high content; inhibition, % at 2 µM; 0.71% of 120,000 active; AID 1246;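 active = inhibition above the batch mean plus 3 SD, and confirmed as a hit on visual image review, cut at about 43% in these data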;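 also: 0% = TNF-stimulated DMSO wells and 100% = unstimulated control wells; not every result past the cut was called active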
MRP-1 activ: activators of MRP-1. H69AR cells + doxorubicin, viability rescue, CellTiter-Glo. viability increase, % at 10 µM. 0.61% of 140,000 active. AID 799;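 active = viability gain under doxorubicin at or above a set limit, the compound median plus 3 SD, cut at about 4.7% in these data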;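 also: MRP-1 overexpressing cells given doxorubicin 25 µM after compound pretreatment; 18-22 h compound pretreatment then 72 h with doxorubicin before readout; 0% = doxorubicin-only wells and 100% = vehicle-treated cells without doxorubicin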
The depositor's hits bear a star; . = not tested or not shown.

1	N#Cc1nc(Cc2cccc3ccccc23)oc1NCCCn1ccnc1
2	O=c1oc(Nc2cccc(F)c2)nc2ccccc12
3	COc1ccc(Cl)cc1Nc1nc(N)nc(C(F)(F)F)n1
4	Cc1ccc(NC(=O)c2ccc(OCC3CCCO3)cc2)c(C)c1 (stereo not given)
5	CCOc1ccc(-c2[nH]nc3c2C(c2cccnc2)C(C#N)=C(N)O3)cc1 (stereo not given)
6	O=C(COC(=O)c1cc(S(=O)(=O)N2CCOCC2)ccc1O)NCC1CCCO1 (stereo not given)
7	O=C(OCC(=O)N(C1CCCCC1)C1CCCCC1)c1cnccn1
8	COc1ccccc1NC(=O)CSc1ncnc2c1oc1ccccc12
screen / no.	1	2	3	4	5	6	7	8
BB579 growth dn	-19	-36	-49	-6	-40	-35	-65	-19
MRP-1 activ	-4.0	-0.7	-1.9	-1.5	-0.8	-2.1	-1.6	-0.3
Yeast lifespan up	-19	-26	-22	-2	-8	-15	-10	-19
Phagocytosis inh	-1	-1	.	-6	-1	1	0	0
GALR2 blocker	11	-5	3	-7	1	3	-7	14
E-sel TNF inh	7	48	-9	-2	.	.	-38	0
NPY Y2 blocker	5	2	3	4	1	3	2	4
Measles CPE	23	4	3	10	14	5	11	2
HCT116 PTEN-null	85	91	81	95	102	94	85	88
HCT116 bCat-KO	86	112	92	107	102	98	79	89

9	CCOc1ccc(S(=O)(=O)NCc2ccc(F)cc2)c2cccnc12
10	CCOc1ccc(C(=O)NC(C(=O)NCc2ccccn2)C(C)C)cc1 (stereo not given)
11	CC(C)(C)c1cc[n+](-c2nc([O-])sc2C=O)cc1
12	CCOc1cc2[nH]c(=S)n(Cc3ccc(C(=O)NCCOC)cc3)c(=O)c2cc1OCC
13	Cc1ccc(Cl)cc1N1CCN(C(c2ccc(C#N)cc2)c2nnnn2C2CCCC2)CC1 (stereo not given)
14	COc1cc2c(C(=O)NCc3ccc4c(c3)OCO4)cn(C)c(=O)c2cc1OC
15	Cc1cc(C(=O)O)ccc1-n1c(C)ccc1C
16	CCN1C(=O)NC2C1N(S(C)(=O)=O)CCN2S(C)(=O)=O (stereo not given)
screen / no.	9	10	11	12	13	14	15	16
BB579 growth dn	-11	-33	-31	-8	0	-38	15	-23
MRP-1 activ	-3.0	-0.1	-1.3	-2.0	-1.8	-3.5	-1.5	-1.1
Yeast lifespan up	-22	0	6	1	-3	-4	-8	-5
Phagocytosis inh	.	0	-3	-1	0	1	.	0
GALR2 blocker	4	-9	10	-17	0	-9	0	8
E-sel TNF inh	-4	0	-27	9	-18	.	15	.
NPY Y2 blocker	-1	1	7	-1	14	0	-2	0
Measles CPE	5	11	6	12	5	44	16	3
HCT116 PTEN-null	108	97	91	81	63	85	90	100
HCT116 bCat-KO	98	107	81	85	71	79	94	96

17	O=C(Nc1ccccc1)Nc1ccc(Cl)c([N+](=O)[O-])c1
18	O=C(COC(=O)/C=C/c1ccc(S(=O)(=O)N2CCCCCC2)cc1)NCc1ccccc1Cl
19	CC(C)=C1SC(N2CCN(c3cccc(C)c3)CC2)=NC1=O
20	COc1ccc2cc(CCNC(=O)C(C)(C)C)c(=O)[nH]c2c1
21	CCCCOC(=O)Nc1nnc(CC)s1
22	CC(=O)c1c(C(C)=O)c(C)n(Cc2ccc3c(c2)OCO3)c1C
23	CC(C)C(=O)Nc1ccc(C(=O)NNC(=O)CCCOc2ccc(Cl)cc2Cl)cc1
24	Cc1nn(Cc2ccccc2Cl)c2sc(C(=O)NC(C)(C)C)cc12
screen / no.	17	18	19	20	21	22	23	24
BB579 growth dn	-42	-29	-46	-2	-43	-82	-49	-33
MRP-1 activ	-5.4	-4.2	-0.2	0.6	1.9	-0.8	-0.1	0.3
Yeast lifespan up	-8	7	-9	-7	-6	9	-15	-11
Phagocytosis inh	-5	-7	-1	0	0	-1	-2	-1
GALR2 blocker	2	4	2	8	-25	17	-1	-7
E-sel TNF inh	3	0	-29	-6	-12	13	-14	7
NPY Y2 blocker	0	0	1	1	1	1	14	6
Measles CPE	2	4	8	23	5	18	8	31
HCT116 PTEN-null	22	95	92	110	106	77	93	82
HCT116 bCat-KO	23	106	103	104	101	80	86	80

25	CC(C(=O)N1CCN(c2ccccc2)CC1)N1C(=O)C2CC=CCC2C1=O (stereo not given)
26	CCn1nc(C)c(C2C(C#N)=C(N)Oc3n[nH]c(C)c32)c1C (stereo not given)
27	CN(C)c1ccc(NC(=O)CSc2nnc(-c3cccs3)n2Cc2ccco2)cc1
28	Cc1ccc(CNC(=O)c2cccc(-n3cnnn3)c2)cc1
29	O=C(N/N=C/c1cccc(OC2CSC2)c1)c1ccccc1O
30	O=C(/C=C/c1ccc(Cl)cc1)N(c1ccccn1)C1CCCCC1
31	Cc1nc2c(-c3ccc(F)cc3)c(C)nn2c(C)c1CCC(=O)NC(C)CCc1ccco1 (stereo not given)
32	CCn1c(SCC(=O)NCc2cccs2)nnc1-c1cccs1
screen / no.	25	26	27	28	29	30	31	32
BB579 growth dn	-37	-30	-17	-26	-57	-30	-43	30
MRP-1 activ	-0.1	2.1	0.2	-2.1	-3.2	0.6	-3.1	-1.4
Yeast lifespan up	-5	-1	-5	1	1	15	-4	-6
Phagocytosis inh	-2	-4	0	2	.	-4	.	10
GALR2 blocker	-3	1	-6	1	-7	10	-14	1
E-sel TNF inh	-23	.	7	-2	16	-25	.	24
NPY Y2 blocker	7	1	1	0	2	11	0	0
Measles CPE	4	3	15	1	11	16	2	18
HCT116 PTEN-null	110	96	99	103	89	81	94	99
HCT116 bCat-KO	93	90	89	98	91	84	92	90

A draw from above in order of formula weight, ascending:
26	CCn1nc(C)c(C2C(C#N)=C(N)Oc3n[nH]c(C)c32)c1C (stereo not given)
30	O=C(/C=C/c1ccc(Cl)cc1)N(c1ccccn1)C1CCCCC1
24	Cc1nn(Cc2ccccc2Cl)c2sc(C(=O)NC(C)(C)C)cc12
32	CCn1c(SCC(=O)NCc2cccs2)nnc1-c1cccs1
25	CC(C(=O)N1CCN(c2ccccc2)CC1)N1C(=O)C2CC=CCC2C1=O (stereo not given)
27	CN(C)c1ccc(NC(=O)CSc2nnc(-c3cccs3)n2Cc2ccco2)cc1
screen / no.	26	30	24	32	25	27
BB579 growth dn	-30	-30	-33	30	-37	-17
MRP-1 activ	2.1	0.6	0.3	-1.4	-0.1	0.2
Yeast lifespan up	-1	15	-11	-6	-5	-5
Phagocytosis inh	-4	-4	-1	10	-2	0
GALR2 blocker	1	10	-7	1	-3	-6
E-sel TNF inh	.	-25	7	24	-23	7
NPY Y2 blocker	1	11	6	0	7	1
Measles CPE	3	16	31	18	4	15
HCT116 PTEN-null	96	81	82	99	110	99
HCT116 bCat-KO	90	84	80	90	93	89

(cont.)
33	CCOC(=O)CSc1nc(C(C)(C)C)cc(C(F)(F)F)c1C#N
34	CC1(C)Cc2c(sc3nc(-c4cccs4)n(N)c(=O)c23)CO1
35	Cn1c2ccccc2c(=O)n2c(=O)c3ccccc3cc12
36	CCCN1C(=O)c2cc(C(=O)NC3CCCCCC3)ccc2C1O (stereo not given)
37	CCOC(=O)c1c(NC(=S)Nc2ccc(C)cc2)sc2c1CCC2
38	CN(CC(=O)N1CCc2ccccc21)S(=O)(=O)c1cccs1
39	O=C(NCCCN1CCCC1=O)c1cccc(C(F)(F)F)c1
40	COc1ccc(NC(=O)CSc2nc3ccccc3n2-c2ccccc2)c([N+](=O)[O-])c1
screen / no.	33	34	35	36	37	38	39	40
BB579 growth dn	-3	3	47*	-19	-10	-21	-46	-39
MRP-1 activ	-2.3	-5.5	-2.7	-1.2	-0.8	0.0	-0.4	0.6
Yeast lifespan up	-3	-22	-7	-6	4	-2	-2	-3
Phagocytosis inh	0	0	-1	-1	.	0	-2	15
GALR2 blocker	-13	6	-6	7	8	1	14	7
E-sel TNF inh	3	.	.	.	45	-32	-10	.
NPY Y2 blocker	7	1	1	2	0	0	2	8
Measles CPE	9	12	4	24	4	13	3	22
HCT116 PTEN-null	92	39	97	98	91	92	93	87
HCT116 bCat-KO	93	38	90	86	94	99	99	93

41	CCc1c(C)nc(SCC(=O)Nc2c(C)n(C)n(-c3ccccc3)c2=O)[nH]c1=O
42	Cc1ccc2c(c1)N(Cc1ccccn1)C(=O)C(C)O2 (stereo not given)
43	CCC(C)n1cnc2c(c1=O)c1nc3ccccc3nc1n2Cc1ccccc1OC (stereo not given)
44	CCOC(=O)CSc1nnc(Cc2cc(=O)[nH]c(=O)[nH]2)n1-c1cccc(OC)c1
45	CC(Sc1nc(-c2ccccc2)cc(C(F)(F)F)n1)C(=O)Nc1sc2c(c1C(N)=O)CCC2 (stereo not given)
46	Cc1ccc(CN2CCN(C(=O)c3ccco3)CC2)cc1
47	CSc1nc2ccc(S(=O)(=O)N3CCCC3)cc2s1
48	CC(Sc1nc2c(c(=O)n(C)c(=O)n2C)n1Cc1cc2c(cc1Cl)OCO2)C(=O)O (stereo not given)
screen / no.	41	42	43	44	45	46	47	48
BB579 growth dn	9	-23	-39	29	-14	-27	-2	-22
MRP-1 activ	-1.6	-3.2	-1.6	-0.4	-2.9	0.1	-2.4	-3.2
Yeast lifespan up	-20	0	-3	-3	0	.	5	-24
Phagocytosis inh	.	0	0	.	-8	.	-2	0
GALR2 blocker	4	-15	-1	-9	3	12	-5	2
E-sel TNF inh	-4	1	11	.	.	-6	18	.
NPY Y2 blocker	2	2	-1	1	2	-1	5	2
Measles CPE	16	20	10	8	5	2	17	53*
HCT116 PTEN-null	92	89	63	90	84	97	88	105
HCT116 bCat-KO	103	98	74	91	77	90	98	96

49	CN(C)C=Nc1ncc2c3ccccc3n(Cc3ccccc3)c2c1C#N
50	Cc1sc(NC(=O)c2ccccc2F)c(CN2CCCCC2C)c1C (stereo not given)
51	COCCCn1c(Cc2csc(Nc3ccccc3)n2)nnc1SCC(N)=O
52	CCOc1ccc(OCc2cccc(C(=O)Nc3ccc(CN4CCCCC4)cc3)c2)cc1
53	N#CC1=C(N)SC(N)=C(C#N)C1CCC1CCCCC1
54	CCOC(=O)CN1CC23C=CC(O2)C(C(=O)NCc2ccc(C)cc2)C3C1=O (stereo not given)
55	CCC(=O)Nc1cc(Cl)ccc1C(=O)O
56	COc1ccc(OCC(=O)Nc2cc(C)c(Cl)cc2OC)c([N+](=O)[O-])c1
57	COc1cccc(-n2cnnn2)c1
58	COc1cccc(/C=N/NC(=O)c2nc(-c3ccccc3)cc(-c3ccccc3)n2)c1O
screen / no.	49	50	51	52	53	54	55	56	57	58
BB579 growth dn	-7	6	-13	-35	-79	-18	-29	-12	-30	-50
MRP-1 activ	-2.3	-1.2	-2.1	-5.0	0.0	-0.3	-0.4	-3.0	-1.5	-0.5
Yeast lifespan up	.	3	.	-6	-7	-6	-5	-5	-6	-3
Phagocytosis inh	0	-3	.	-2	-1	0	1	-3	0	.
GALR2 blocker	13	-19	6	6	-8	-3	-2	2	-10	-2
E-sel TNF inh	-86	3	-9	.	42	.	-21	.	-37	.
NPY Y2 blocker	4	0	4	5	10	2	10	2	3	11
Measles CPE	21	2	7	3	8	18	11	14	3	4
HCT116 PTEN-null	93	73	86	1.9*	78	92	100	93	98	8
HCT116 bCat-KO	88	67	84	1.5*	79	98	105	82	93	7

Compound activity as filed in PubChem BioAssay.
